Bioassay records from PubChem.
human PMI inhibitors: human PMI inhibitors, high substrate, primary screen, biochemical, fluorescence intensity, high mannose 6-phosphate (AID 1220); recombinant PMI enzyme, coupled fluorescence intensity; higher % means a stronger effect; 0.66% of 190,000 active; one-dose inhibition, % at 20 µM; IC50 in µM for titrated hits
XIAP antagonists: small molecules displacing peptide from XIAP – biochemical, IAP family, fluorescence polarization (AID 1018); XIAP BIR domain, fluorescence polarization peptide displacement; higher % means a stronger effect; 0.007% of 200,000 active; displacement, % at 20 µM; hits with a dose series show IC50 in µM; in the data active = displacement above about 50%; note: a part of the inactive calls stands beside numbers as strong as those of hits
PMI inhibitors: inhibitors of human PMI, primary screen, biochemical, fluorescence intensity, coupled assay (AID 1209) | purified PMI enzyme, coupled fluorescence intensity; higher % means a stronger effect | 0.42% of 190,000 active | one-dose inhibition, % at 20 µM; IC50 in µM for titrated hits;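 note: plate controls were DMSO vehicle for no effect and wells lacking substrate for full effect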
TNAP activators: human TNAP enzyme activators, primary screen, biochemical, luminescent, no phosphate acceptor, uHTS (AID 1001) | purified TNAP, luminescent activation assay, no phosphate acceptor; higher activation fold means a stronger effect | activation fold at 20 µM, or EC50 in µM where a hit was titrated | 0.03% of 200,000 active; in the data active = activation fold from about 3, or a potency from the dose series; inactive = the rest, 99 in 100 with activation fold below about 1.6; note: many of its hits are not listed in these tables
RSV CPE inhibition: RSV antiviral activity via CPE protection, HEp-2 cells, primary 10 µM value included (AID 2391); HEp-2 cells, RSV-induced CPE inhibition; higher % means a stronger effect; one-dose CPE inhibition, % at 10 µM; IC50 in µM for titrated hits; 0.13% of 310,000 active; in the data active = a potency from the dose series; inconclusive = CPE inhibition mostly from about 23% at the one dose, without a potency; inactive = the rest, 99 in 100 with CPE inhibition below about 21%; note: strong numbers were not always called active
SIAH1 antagonists: blockers of Siah-1 interaction with plectin peptide – biochemical, fluorescence polarization, rhodamine-plectin, uHTS, primary screen (AID 1817); Siah-1 / rhodamine-plectin peptide fluorescence polarization; higher % means a stronger effect; displacement, % at 20 µM, or IC50 in µM where a hit was titrated; 0.02% of 290,000 active;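 active = displacement of at least 50% at 20 µM, with a fluorescence ratio check between 0.3 and a set limit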;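 note: plate controls were Siah plus tracer with DMSO for no effect and tracer alone without Siah for full effect; strong numbers were not always called active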
Salmonella PhoP GFP: PhoP-dependent GFP reporter repression – Salmonella Typhimurium, primary screen (AID 1863); S. Typhimurium PhoP-regulated promoter GFP reporter, 4 h; higher % means a stronger effect; inhibition, % at 50 µM, or IC50 in µM where a hit was titrated; 0.16% of 300,000 active;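 active = inhibition over 29.93%, a cutoff 3 SD above the screen mean, later confirmed by dose response; inconclusive = inhibition over 29.93% but no dose response follow-up; inactive = inhibition at most 29.93% or unconfirmed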;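 note: 0% = low Mg2+ inducing control and 100% = high Mg2+ repressing control; strong numbers were not always called active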
Myeloid diff MLP: promotes myeloid progenitor differentiation; ER-HoxA9 myeloid progenitors, lysozyme-GFP differentiation, flow cytometry; calls only at 10 µM; 1% of 360,000 active; AID 624256;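 active = normalized GFP-positive differentiation at or above the plate's own cutoff, the solvent-only control mean plus 3 SD; inconclusive = no clear call, values can overlap the other calls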;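 note: cells exposed to compound for four days before flow analysis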
WT yeast gro inh: growth inhibition of WT yeast, mitochondrial fusion screen; mitochondrial fusion phenotypic screen, WT strain; inhibition, % at 10 µM; 2.1% of 190,000 active; AID 1362; in the data active = inhibition above about 58%; tested in S. cerevisiae
WT yeast gro inh mutant strain: recorded beside WT yeast gro inh, whose call it bears; inhibition, %; mitochondrial fusion phenotypic screen, mutant strain inhibition
Myeloid diff MLP GFP+ MAC1+ %: also measured in Myeloid diff MLP; calls as there; GFP+ MAC1+ double positive, %; measured here: differentiation confirmed by MAC1 staining
* marks the source's active call; other numbers are inactive results; i = inactive; u = inconclusive; x = not tested or not shown; + = active, no number. Cut-off read from the data, not from the text of the source, unless noted: active = inhibition above about 50%; inactive = the rest. Compounds were not picked by outcome, and some 3.1% of all compounds hit somewhere here.

SMILES	human PMI inhibitors	XIAP antagonists	PMI inhibitors	TNAP activators	RSV CPE inhibition	SIAH1 antagonists	Salmonella PhoP GFP	Myeloid diff MLP	Myeloid diff MLP GFP+ MAC1+ %	WT yeast gro inh	WT yeast gro inh mutant strain
COc1cc(C(=O)NC(=S)NC(C)C)cc(OC)c1OC	4%	-6.2%	-4%	1	1.9%	1%	-10%	i	0.5	6	-9
Cc1ccc(C(=O)n2nc(-c3cccnc3)nc2N)cc1	8%	-1.4%	10%	1	0.6%	3%	-12%	i	3.9	-23	12
Cc1ccc(S(=O)(=O)N(C)C)cc1NC(=O)C1CCCC1	4%	-12%	-2%	0.9	1.3%	-1%	1%	i	3.8	9	14
COc1ccccc1NS(=O)(=O)c1cn(C)cn1	x	x	x	x	1.4%	6%	7%	i	2.0	x	x
CCOP(=O)(CC(C(C)=O)C(O)c1ccccc1)OCC (stereo unspecified)	12%	-11%	-11%	1.1	1.7%	-3%	-1%	i	1.2	-10	-28
Brc1ccc2ncnc(Nc3ccc(N4CCOCC4)cc3)c2c1	9%	-18%	12%	1	0.7%	0%	7%	x	x	3	-16
CCc1ccc2[nH]c(=O)c(C(c3nnnn3CCOC)N3CCN(c4ccccc4)CC3)cc2c1 (stereo unspecified)	-60%	-4.0%	-33%	1	1.4%	1%	11%	i	2.2	-3	5
Cc1ccc(C)c(NC(=O)CSc2nc3[nH]ncc3c(=O)[nH]2)c1	-7%	-4.2%	3%	1.1	1.9%	0%	6%	i	0.0	0	-24
CC(C)C(=O)N(Nc1nc2ccccc2s1)C(=O)C(C)C	-5%	-14%	6%	1.2	2.0%	3%	10%	+	1.2*	5	-10
COc1ccc(C(C)NC(=S)NC2CCCC2)cc1OC (stereo unspecified)	-4%	-8.3%	3%	1.3	2.6%	0%	-2%	i	0.1	-6	1
O=C(COc1ccc(Cl)cc1)Nc1ccc2c(c1)C(=O)NC2=O	x	x	x	x	1.3%	2%	-7%	i	0.5	x	x
O=C(/C=C/c1cccc([N+](=O)[O-])c1)NCc1ccco1	-3%	-5.6%	3%	1	2.1%	1%	-9%	i	0.4	0	20
Cc1cc(Nc2ccc(C(=O)O)cc2)n2nc(C)nc2n1	12%	-1.9%	14%	1.1	3.2%	10%	5%	i	1.8	4	0
O=C(CN1CCN(c2ccccn2)CC1)NC1CCCCC1	7%	1.3%	2%	1.1	0.6%	-5%	2%	i	0.8	-7	0
Cc1ccc(-n2c(CNc3ccc(C)c(Cl)c3)n[nH]c2=S)cc1	13%	0.0%	19%	1.6	44%	-2%	x	i	0.2	54	7
NC(=O)c1cc2cc(Cl)ccc2oc1=O	-3%	-4.0%	1%	1	3.1%	-2%	-6%	i	0.4	23	7
CCOC(=O)CNC(=O)CNC(=O)c1nn(-c2ccc(OC)c(OC)c2)c(=O)c2ccccc12	x	x	x	x	0.2%	1%	0%	i	0.9	x	x
Cc1cc(OCCCn2ccnc2)cc(C(C)C)c1	-3%	-5.1%	3%	1	-0.2%	4%	-15%	i	0.3	38	46
CC(C)c1cc(C(=O)N/N=C/c2cccnc2)cs1	0%	-4.0%	-3%	1.1	1.8%	-2%	-12%	i	0.3	-7	-4
O=C(CCC(=O)c1ccc(Br)cc1)Nc1cccnc1	-7%	1.2%	-4%	1.1	1.4%	3%	-7%	i	1.3	-3	-9
CCOC(=O)Cc1cnc(NC(=O)CSc2nc(N)cc(=O)[nH]2)s1	6%	-3.2%	-2%	1.1	-0.1%	0%	9%	i	0.5	7	0
O=C(Cc1cccs1)OCC(=O)c1ccco1	7%	2.1%	3%	1.1	0.2%	2%	-5%	x	x	-4	8
CC1(C)CC(C)(O)N(Cc2ccccc2)C(=S)N1 (stereo unspecified)	-2%	-7.5%	13%	1	2.1%	6%	-8%	i	0.2	-1	6
O=C(O)c1cccc(NC(=O)c2ccccc2NC(=O)c2ccco2)c1	x	x	x	x	-0.3%	2%	4%	i	1.9	x	x

Full records as entered above:
O=C(CCC(=O)c1ccc(Br)cc1)Nc1cccnc1 across the screens: human PMI inhibitors: -7%; XIAP antagonists: 1.2%; PMI inhibitors: -4%; TNAP activators: 1.1; RSV CPE inhibition: 1.4%; SIAH1 antagonists: 3%; Salmonella PhoP GFP: -7%; Myeloid diff MLP: i; Myeloid diff MLP GFP+ MAC1+ %: 1.3; WT yeast gro inh: -3; WT yeast gro inh mutant strain: -9
Cc1cc(Nc2ccc(C(=O)O)cc2)n2nc(C)nc2n1 across the screens: human PMI inhibitors: 12%; XIAP antagonists: -1.9%; PMI inhibitors: 14%; TNAP activators: 1.1; RSV CPE inhibition: 3.2%; SIAH1 antagonists: 10%; Salmonella PhoP GFP: 5%; Myeloid diff MLP: i; Myeloid diff MLP GFP+ MAC1+ %: 1.8; WT yeast gro inh: 4; WT yeast gro inh mutant strain: 0

Next section
SMILES	human PMI inhibitors	XIAP antagonists	PMI inhibitors	TNAP activators	RSV CPE inhibition	SIAH1 antagonists	Salmonella PhoP GFP	Myeloid diff MLP	Myeloid diff MLP GFP+ MAC1+ %	WT yeast gro inh	WT yeast gro inh mutant strain
O=C(O)CC1S/C(=N/N=C2CCCCC2)N(c2ccccc2)C1=O (stereo unspecified)	5%	-3.3%	-3%	1.1	0.3%	-4%	-5%	i	2.1	-3	-6
O=C(NCCc1ccccc1)c1cc2ncc(Br)cn2n1	-1%	-36%	1%	1.1	1.8%	13%	-2%	i	1.0	8	-11
CNC(=O)c1ccc(-c2ccc(F)cc2)s1	-4%	-4.7%	-5%	1.1	0.2%	-4%	33%	i	0.6	0	-2
CCOC(=O)C1CCCN(C(=O)C(C)(C)Oc2ccc(Cl)cc2)C1 (stereo unspecified)	-5%	-4.2%	7%	1.1	3.2%	2%	3%	i	0.4	-2	-4
FC(F)(F)Oc1ccc(NC(=S)NCCCN2CCOCC2)cc1	6%	-4.0%	4%	1	1.0%	-4%	-1%	i	0.3	-13	-20
Cc1cccc(Nc2nc(N)nc(CSc3nccc(C)n3)n2)c1	-3%	-1.9%	3%	1	2.0%	3%	-6%	i	0.6	6	7
C=CCNC(=O)COc1coc(CN2CCN(Cc3ccccc3)CC2)cc1=O	x	x	x	x	-0.2%	-3%	-2%	i	3.1	x	x
Cc1ccc(-c2noc(CCCN3C(=O)c4ccccc4C3=O)n2)cc1	6%	-6.1%	0%	1.1	5.8%	-2%	-12%	i	0.8	-11	-10
O=C(CN1CCN(c2ncccn2)CC1)N(Cc1ccccc1)c1ccc(F)cc1	0%	-7.3%	11%	1.1	0.5%	2%	2%	i	7.3	6	9
CC1CCC/C(=N\Nc2ccc(Cl)c(C(=O)O)c2)C1 (stereo unspecified)	-114%	-7.2%	-67%	1	1.7%	-6%	-3%	i	0.6	-13	-19
CCOCC(=O)Nc1c(C)n(C)n(-c2ccccc2)c1=O	-9%	-4.8%	-6%	1	-0.4%	2%	0%	x	x	1	-4
O=C(O)CCCN1C(=O)C2C3CC(C2C1=O)C1C(c2ccccc2)c2sc(=O)[nH]c2SC31 (stereo unspecified)	-1%	-4.8%	5%	1	2.5%	10%	-10%	i	0.2	2	7
CC1CCCCN1C(=O)CCNC(=O)Cn1cnc2ccccc2c1=O (stereo unspecified)	x	x	x	x	0.7%	5%	5%	i	1.4	x	x
O=C(/C=C/c1ccc2c(c1)OCO2)NCC1CCCO1 (stereo unspecified)	2%	-3.5%	0%	1	-0.3%	4%	2%	i	0.2	3	7
CCc1ncc(CN2CCC(C(=O)Nc3ccc(-n4nc(C)cc4C)cc3)CC2)cn1	x	x	x	x	2.1%	0%	-6%	i	0.7	x	x
CC1(C)S[C@@H]2[C@H](NC(=O)C(C(=O)O)c3ccccc3)C(=O)N2[C@H]1C(=O)O (stereo partly specified)	11%	-12%	13%	1.1	x	-1%	-5%	i	2.4	-3	-20
COc1cc(C(=O)NC2CCN(Cc3ccccc3)CC2)cc(Cl)c1OC	x	x	x	x	-1.0%	-2%	1%	i	0.7	x	x
CCOC(=O)c1ccc(NC(=O)c2nc[nH]c2C(=O)N[C@@H](CCCCNC(=O)OC(C)(C)C)C(=O)OC(C)(C)C)cc1	x	x	x	x	-0.5%	4%	-3%	u	x	x	x
CCOCCCNC(=O)C(c1ccc(OC)cc1)N(Cc1cccs1)C(=O)CNC(C)=O (stereo unspecified)	18%	-5.4%	4%	1.1	-1.2%	8%	-5%	i	0.6	-8	-2
Cc1ccnc(NC(NC(=O)C(C)C)(C(F)(F)F)C(F)(F)F)c1	6%	-0.5%	15%	1	0.5%	2%	6%	i	0.4	13	-3
O=C(Oc1coc(CSc2ncccn2)cc1=O)c1ccco1	-14%	-0.8%	-13%	1	2.1%	-6%	-7%	i	0.4	-8	-1
COc1ccccc1NC(=O)Nc1nnc(CC(=O)Nc2ccccc2C)s1	2%	-3.8%	4%	1	3.4%	6%	4%	i	0.6	-5	14
O=C(O)/C=C/C(=O)Nc1ccc(Oc2ccc(NC(=O)/C=C/C(=O)O)cc2)cc1	-1%	-1.2%	-18%	1.1	1.9%	0%	-8%	x	x	-8	16
O=C(CCOc1ccccc1)N1CCN(c2ccc(O)cc2)CC1	x	x	x	x	0.7%	-4%	-9%	i	0.3	x	x
Nc1c(-c2cccc(Cl)c2)cnn1-c1ccccc1	x	x	x	x	u	2%	0%	i	0.8	x	x
CC1CN(C(=O)CN2C(=O)c3ccccc3C2=O)CC(C)O1 (stereo unspecified)	7%	-7.4%	16%	1.1	3.6%	2%	6%	i	0.3	-11	-37
O=C(NCc1ccccc1)C1=C[C@@H](C2CCCCC2)C[C@@H](OCc2ccc(CO)cc2)O1	16%	-2.1%	15%	1.1	3.2%	4%	-15%	i	0.5	27	3
COc1ccc(S(=O)(=O)N2CCOCC2)cc1C(=O)N1CCCCCC1	x	x	x	x	-0.4%	11%	0%	i	0.4	x	x
CCOC(=O)c1c(C)oc2ccc(NS(=O)(=O)c3ccc(C(=O)O)cc3)cc12	8%	-1.2%	-4%	1.1	0.5%	4%	6%	i	0.3	-8	-3
Nc1cccn2c(-c3ccc(Cl)cc3)cnc12	35%	-7.7%	15%	1.1	2.0%	-3%	-3%	+	1.1*	1	3
O=C(Cc1ccc(-n2cccc2)cc1)N1CCN(c2ccccc2F)CC1	14%	-0.7%	12%	1.1	7.9%	10%	-15%	i	0.6	7	13
CC(=O)Nc1ccc(NC(=O)Cn2c(=O)n(-c3ccc(F)cc3)c(=O)c3oc4ccccc4c32)cc1	-10%	-2.5%	-9%	1	-0.2%	20%	-5%	i	0.6	-1	0
COc1cccc(NC(=O)CSc2nnc(-c3ccc(C)cc3)o2)c1	-1%	-5.7%	-7%	1.2	0.1%	-1%	9%	i	1.8	12	8
Cc1c(/C(O)=C2/C(=O)C(=O)N(Cc3cccnc3)C2c2cccs2)cnn1-c1ccccc1 (stereo unspecified)	-11%	-9.5%	7%	1.1	2.0%	-3%	1%	i	0.8	20	4
CCOC(=O)c1ccc(NC(=O)c2ccc3c(c2)OCO3)cc1	4%	-8.0%	7%	1.1	7.9%	0%	-1%	i	1.1	-9	4
Cc1cccc(NC(=O)Cn2c(=O)n(C)c3ccccc32)c1	2%	1.9%	1%	1.2	0.5%	-9%	-4%	i	0.8	-1	5
